Bioassay records as filed in PubChem BioAssay.
PvdQ acylase: P. aeruginosa PvdQ acylase inhibitors, primary screen, biochemical, fluorescence, plate reader and imaging, single point; inhibition, % at 10 µM; 340,000 tested, 0.063% active; purified PvdQ acylase; AID 488965, 2010; in the data active means inhibition above about 30%, passing the limit was not always enough;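 further: 0% = vehicle neutral wells and 100% = reference inhibitor wells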
dFosB act: activators of delta FosB homodimer, primary screen, biochemical, fluorescence polarization, TAMRA-CDK5 oligo, single point; activation, % at 25 µM; 340,000 tested, 0.99% active; Protein FosB (Mus musculus), P13346; purified delta FosB; percent of positive-control signal above neutral wells;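 active means mean activation above about 17%, with every replicate also reaching it, limit read from the data, passing the limit was not always enough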;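 further: fluorescence polarization rise as delta FosB binds a TAMRA Cdk5 AP-1 oligo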
Target sequence (P13346 whole entry, looked up): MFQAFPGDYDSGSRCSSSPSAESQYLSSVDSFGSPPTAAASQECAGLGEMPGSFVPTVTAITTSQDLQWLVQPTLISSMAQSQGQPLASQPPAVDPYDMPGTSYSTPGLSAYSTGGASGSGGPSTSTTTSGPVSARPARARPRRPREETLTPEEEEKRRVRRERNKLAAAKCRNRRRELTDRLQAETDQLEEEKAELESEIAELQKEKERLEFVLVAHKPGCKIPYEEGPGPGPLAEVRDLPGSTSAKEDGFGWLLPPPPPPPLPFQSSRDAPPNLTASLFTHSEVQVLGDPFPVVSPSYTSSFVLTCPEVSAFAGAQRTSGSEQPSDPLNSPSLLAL
NSD2 inh: NSD2 histone methyltransferase inhibitors, primary screen, biochemical, AlphaScreen, single concentration, set 2. NSD2 peptide methylation, 120 min. inhibition, % at 12.5 µM. Histone-lysine N-methyltransferase NSD2 (Homo sapiens), O96028. AID 743445, 2014. 310,000 tested, 0.54% active; in the data active means inhibition above about 50%
MITF act: activators of MITF-driven TRPM1 promoter reporter, primary screen, cell-based, SK-MEL-5, luciferase, single point; SK-MEL-5 TRPM1-promoter luciferase, 24 h; % of positive control, neutral wells = 0; activation, % at 12.5 µM; 300,000 tested, 0.75% active; AID 588334, 2011;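 active means mean activation of at least 80% with every replicate also reaching 80%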;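 further: 0% = neutral control wells and 100% = parthenolide positive control wells; values of inactives mirror those of a sister screen read the other way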
Wnt bcat act: Wnt/beta-catenin pathway activators, primary screen, cell-based, plate reader, single point; 300,000 tested, 1.2% active; activation, % at 9.35 µM; AID 743398, 2014; Wnt/beta-catenin reporter cell assay, activator; in the data active means activation above about 30%, passing the limit was not always enough;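 further: 0% = neutral control wells and 100% = positive control wells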
CDK5 inh: inhibitors of human CDK5/p35 kinase, primary screen, biochemical, single concentration. inhibition, % at 10 µM. Recombinant CDK5/p35, ADP-Glo luminescence, 60 min. 330,000 tested, 0.01% active. AID 488839, 2010. Cyclin-dependent kinase 5 (Homo sapiens) + Cyclin-dependent kinase 5 activator 1 (Homo …;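 active means highest replicate inhibition of at least 50% and at least 75% of replicates reaching 50%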;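 further: plate controls were DMSO neutral control for no effect and GW8510 at 10 µM for full effect; many of its hits are not listed in these tables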
SR-BI DiI inh: inhibitors of SR-BI mediated HDL lipid uptake, primary screen, ldlA[mSR-BI] cells, fluorescence, single point | Scavenger receptor class B member 1 (Mus musculus), Q61009 | AID 488896, 2010 | ldlA[mSR-BI] CHO cells, DiI-HDL uptake fluorescence, 3 h | 320,000 tested, 0.96% active | inhibition, % at 12.5 µM;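 active means mean replicate inhibition of at least 70% and a set share of replicates each scoring 70 or more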;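 further: 0% = median of neutral control wells and 100% = median of positive control wells; values of inactives mirror those of a sister screen read the other way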
HTR5A inv ctr: HTR5A inverse agonists in luminescence cell assay, primary screen, counter-screen for OPRM1-OPRD1 heterodimer inverse agonist project, full-deck HTS; HTR5A cell line, inverse agonism; inhibition, % at 9.3 µM; 340,000 tested, 0.083% active; in the data active means inhibition mostly above about 23%, no sharp cut-off; inactive means mostly below about 18%;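 further: 0% = cells with DMSO and 100% = no-cell wells with DMSO; some compounds called inactive have numbers as strong as hits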
Target sequence (P47898 whole entry, looked up): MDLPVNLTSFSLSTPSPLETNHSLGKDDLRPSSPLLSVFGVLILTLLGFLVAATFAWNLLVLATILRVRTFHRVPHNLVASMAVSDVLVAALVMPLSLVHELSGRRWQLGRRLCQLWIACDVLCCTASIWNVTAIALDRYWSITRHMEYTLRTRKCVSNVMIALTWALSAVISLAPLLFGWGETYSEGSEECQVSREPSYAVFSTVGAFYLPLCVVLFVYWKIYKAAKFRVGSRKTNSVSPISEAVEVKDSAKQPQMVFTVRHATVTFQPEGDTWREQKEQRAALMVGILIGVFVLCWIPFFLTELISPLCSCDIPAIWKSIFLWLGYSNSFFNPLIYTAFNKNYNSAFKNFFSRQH
HTR5A ag ctr: HTR5A agonists in luminescence cell assay, primary screen, counter-screen for OPRM1-OPRD1 heterodimer agonist project, full-deck HTS; 5-hydroxytryptamine receptor 5A (Homo sapiens), P47898; cell-based; activation, % at 9.3 µM; 340,000 tested, 0.61% active; in the data active means activation mostly above about 9.5%, no sharp cut-off; inactive means mostly below about 7.6%;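 further: 0% = cells with vehicle only and 100% = reference agonist; strong numbers were not always called active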
V-ATPase pH: regulators of yeast V-ATPase proton pumping, primary screen, pHLuorin cytosolic pH fluorescence | S. cerevisiae | response, % at 10 µM | 350,000 tested, 0.37% active | AID 504577, 2011; in the data active means response mostly above about 7.3%, no sharp cut-off; inactive means mostly below about 5.4%; further: actives read high; inactives centre near 0; some compounds called inactive have numbers as strong as hits; reference of the scale not given here
* = called active by the depositor. Hits appear at their usual frequency. Share with any hit: about 5%.

How did Cc1ccccc1-n1c(N)cc(=O)[nH]c1=S do in these assays?
PvdQ acylase: 2; dFosB act: -5; MITF act: -4; CDK5 inh: 2.2; SR-BI DiI inh: -26; HTR5A inv ctr: -7; HTR5A ag ctr: 3; V-ATPase pH: 0

Results for O=CN1CCN(CC(O)Cn2c3ccccc3c3ccccc32)CC1 (stereo not given) ?
PvdQ acylase: -10; dFosB act: -2; NSD2 inh: -6; MITF act: 2; Wnt bcat act: 1; CDK5 inh: 2.3; SR-BI DiI inh: -2; HTR5A inv ctr: 0; HTR5A ag ctr: 0; V-ATPase pH: 4

What do the screens show for `O=C(c1ccc(NC2=NC3CS(=O)(=O)CC3S2)cc1)N1CCc2ccccc2C1` (stereo not given)?
PvdQ acylase: 0; dFosB act: -8; MITF act: 8; Wnt bcat act: -2; CDK5 inh: 0.2; SR-BI DiI inh: -15; HTR5A inv ctr: 1; HTR5A ag ctr: 0; V-ATPase pH: 10

Results for CCOC(=O)CSc1nn(C)c(=S)s1 ?
PvdQ acylase: 8; dFosB act: 0; MITF act: -9; Wnt bcat act: -2; CDK5 inh: -0.5; SR-BI DiI inh: -26; HTR5A inv ctr: -5; HTR5A ag ctr: 2; V-ATPase pH: 2

How did COc1cc(/C=C/C(=O)OCC(=O)N2CCN(S(=O)(=O)c3ccc(C)cc3C)CC2)ccc1OC(F)F do in these assays?
PvdQ acylase: 6; dFosB act: -12; NSD2 inh: -3; MITF act: 2; Wnt bcat act: 25; CDK5 inh: -2.4; SR-BI DiI inh: 78*; HTR5A inv ctr: -6; HTR5A ag ctr: 0; V-ATPase pH: 3

How did Oc1ccc(CCc2n[nH]c(=S)n2-c2ccc(F)cc2)cc1 do in these assays?
PvdQ acylase: -4; dFosB act: 4; NSD2 inh: -2; MITF act: 11; Wnt bcat act: -1; CDK5 inh: 1.0; SR-BI DiI inh: -18; HTR5A inv ctr: 8; HTR5A ag ctr: -5; V-ATPase pH: -2

How did CCOC(=O)c1oc2ccc(/C=N/O)c(Cl)c2c1C do in these assays?
PvdQ acylase: -9; dFosB act: -6; NSD2 inh: -1; MITF act: 45; CDK5 inh: -0.3; SR-BI DiI inh: -3; HTR5A inv ctr: -9; HTR5A ag ctr: 4; V-ATPase pH: 4

Results for c1ccc(OCCOCCN2CCN(C(c3ccccc3)c3ccccc3)CC2)cc1 ?
PvdQ acylase: 3; dFosB act: 0; NSD2 inh: 39; MITF act: -13; Wnt bcat act: -1; CDK5 inh: 4.3; SR-BI DiI inh: 3; HTR5A inv ctr: 12; HTR5A ag ctr: -4; V-ATPase pH: 0

How did Cc1cccn2c(=O)c(C=O)c(N3CCCCC3)nc12 do in these assays?
PvdQ acylase: 10; dFosB act: -1; NSD2 inh: 0; MITF act: 0; Wnt bcat act: -2; CDK5 inh: -2.2; SR-BI DiI inh: -6; HTR5A inv ctr: -9; HTR5A ag ctr: -3; V-ATPase pH: 2

What do the screens show for `O=C(C1CCCN(Cc2nc(-c3ccc(Cl)cc3)no2)C1)N1CCOCC1` (stereo not given)?
PvdQ acylase: -14; dFosB act: 2; NSD2 inh: -3; MITF act: -5; Wnt bcat act: -1; CDK5 inh: -1.2; SR-BI DiI inh: -6; HTR5A inv ctr: -26; HTR5A ag ctr: 0; V-ATPase pH: -3

What do the screens show for `COc1ccc(-c2nn3c(-c4ccccn4)nnc3s2)cc1OC`?
PvdQ acylase: -14; dFosB act: -39; NSD2 inh: -2; MITF act: 36; Wnt bcat act: 1; CDK5 inh: -6.1; SR-BI DiI inh: 26; HTR5A inv ctr: -12; HTR5A ag ctr: 5; V-ATPase pH: -6

Results for C=CCOc1ccc2oc(=O)cc(C)c2c1 ?
PvdQ acylase: -11; dFosB act: -3; NSD2 inh: 1; MITF act: 11; Wnt bcat act: -3; CDK5 inh: -0.4; SR-BI DiI inh: -5; HTR5A inv ctr: -26; HTR5A ag ctr: 1; V-ATPase pH: 1

How did O=C(CCCCCNC(=O)N1CCn2c1nc1ccccc12)N[C@H](C(=O)O)c1ccccc1 do in these assays?
PvdQ acylase: -1; dFosB act: 5; MITF act: 1; Wnt bcat act: -1; CDK5 inh: -1.0; SR-BI DiI inh: -2; V-ATPase pH: 2

How did CCOC(=O)c1cccc(NC(=O)CSc2nnc(C3CCCCC3)n2C)c1 do in these assays?
PvdQ acylase: -12; dFosB act: 3; NSD2 inh: 10; MITF act: 19; CDK5 inh: 0.9; SR-BI DiI inh: 1; HTR5A inv ctr: 1; HTR5A ag ctr: 7; V-ATPase pH: -1

How did O=C(CC1CCCC1)Nc1cccc(Br)c1 do in these assays?
PvdQ acylase: -1; dFosB act: -9; NSD2 inh: -5; MITF act: 26; Wnt bcat act: 6; CDK5 inh: -0.6; SR-BI DiI inh: 3; HTR5A inv ctr: 5; HTR5A ag ctr: 7; V-ATPase pH: -3

What do the screens show for `CCOc1ccc(/C=N/NC(=O)c2cc(-c3ccccc3)nc3ccccc23)cc1O`?
PvdQ acylase: 3; dFosB act: -6; NSD2 inh: 1; MITF act: -2; Wnt bcat act: -1; CDK5 inh: -0.2; HTR5A inv ctr: -17; HTR5A ag ctr: 5; V-ATPase pH: -1

What do the screens show for `CCn1c(SC(C)C(=O)N2CCOCC2)nc2sc(C)c(C)c2c1=O` (stereo not given)?
PvdQ acylase: -3; dFosB act: 1; NSD2 inh: 0; MITF act: 14; Wnt bcat act: -1; CDK5 inh: 0.7; SR-BI DiI inh: -1; HTR5A inv ctr: -24; HTR5A ag ctr: 9; V-ATPase pH: 0

What do the screens show for `CSCCC(NC(=O)c1cccc(C)c1)C(=O)NNC(=O)c1cccs1` (stereo not given)?
PvdQ acylase: 5; dFosB act: -1; NSD2 inh: 1; MITF act: -9; Wnt bcat act: 3; CDK5 inh: -1.5; SR-BI DiI inh: -15; HTR5A inv ctr: 14; HTR5A ag ctr: -4; V-ATPase pH: 4

What do the screens show for `COc1ccc(CCNC(=O)CSc2cn(Cc3cccc(C)c3)c3ccccc23)cc1OC`?
PvdQ acylase: -6; dFosB act: -5; Wnt bcat act: -6; CDK5 inh: 0.9; SR-BI DiI inh: 54; HTR5A inv ctr: 5; HTR5A ag ctr: -2; V-ATPase pH: 2

Results for Cn1c(=O)c2c(=O)cc(N)[nH]c2n(C)c1=O ?
PvdQ acylase: -6; dFosB act: 1; NSD2 inh: -2; MITF act: -9; Wnt bcat act: 0; CDK5 inh: 1.6; HTR5A inv ctr: 29; HTR5A ag ctr: -1; V-ATPase pH: 1

Results for CN(Cc1ccccc1)C(=O)c1nc2ccccn2c1CNCCn1cccn1 ?
PvdQ acylase: 0; dFosB act: -7; NSD2 inh: -1; MITF act: -13; Wnt bcat act: 1; CDK5 inh: -1.6; SR-BI DiI inh: -1; HTR5A inv ctr: 1; HTR5A ag ctr: 0; V-ATPase pH: -2

Results for COC(=O)c1c(C)c2c(C)cc3ccccn3c-2c1C(=O)OC ?
PvdQ acylase: 9; dFosB act: 9; NSD2 inh: -5; MITF act: 4; CDK5 inh: 0.0; SR-BI DiI inh: 1; HTR5A inv ctr: 10; HTR5A ag ctr: -3; V-ATPase pH: 1

What do the screens show for `O=C(Nc1ccc(S(=O)(=O)Nc2ncccn2)cc1)c1cccc(Br)c1`?
PvdQ acylase: -12; dFosB act: -7; NSD2 inh: 2; MITF act: -8; Wnt bcat act: 5; CDK5 inh: -0.7; SR-BI DiI inh: -4; HTR5A inv ctr: 4; HTR5A ag ctr: -3; V-ATPase pH: -4

Results for CC1CN(c2nc3c(c(=O)n(C)c(=O)n3C)n2Cc2c(F)cccc2Cl)CC(C)O1 (stereo not given) ?
PvdQ acylase: -18; dFosB act: -3; NSD2 inh: 20; MITF act: -2; Wnt bcat act: -1; CDK5 inh: -1.5; SR-BI DiI inh: -21; HTR5A inv ctr: 2; HTR5A ag ctr: -1; V-ATPase pH: 0

Results for CC(=O)c1ccc(NC(=O)c2onc(C)c2Cl)cc1 ?
PvdQ acylase: -17; dFosB act: -10; NSD2 inh: 1; MITF act: 51; Wnt bcat act: 19; CDK5 inh: -0.2; SR-BI DiI inh: 5; HTR5A inv ctr: 0; HTR5A ag ctr: 0; V-ATPase pH: 2

Results for COc1ccc(C(=O)NCCN2CCCC2)cc1 ?
PvdQ acylase: -1; dFosB act: 5; NSD2 inh: -1; MITF act: -2; Wnt bcat act: 0; CDK5 inh: -0.1; SR-BI DiI inh: -9; HTR5A inv ctr: -5; HTR5A ag ctr: 1; V-ATPase pH: 1

What do the screens show for `Cc1ccc2cc(C)c3nnc(SCC(=O)NCc4ccco4)n3c2c1`?
PvdQ acylase: -3; dFosB act: -27; NSD2 inh: 0; MITF act: 3; Wnt bcat act: -1; CDK5 inh: 2.1; SR-BI DiI inh: -14; HTR5A inv ctr: 6; HTR5A ag ctr: 0; V-ATPase pH: -3

How did COc1ccc([C@@H]2C(C#N)=C(N)S[C@@H](c3ccccc3)[C@@H]2[N+](=O)[O-])cc1 do in these assays?
PvdQ acylase: 10; dFosB act: 5; NSD2 inh: 1; MITF act: 14; Wnt bcat act: 0; CDK5 inh: 1.6; SR-BI DiI inh: -24; HTR5A inv ctr: -11; HTR5A ag ctr: -2; V-ATPase pH: -2

How did COc1ccc(C(O)P(=O)(OC2CCCCC2)c2ccc(N(C)C)cc2)cc1OC (stereo not given) do in these assays?
PvdQ acylase: -8; dFosB act: -3; NSD2 inh: 2; MITF act: -18; CDK5 inh: 1.6; SR-BI DiI inh: 6; HTR5A inv ctr: 0; HTR5A ag ctr: 0; V-ATPase pH: -43

How did COC(=O)CCC(=O)OC1(C)C(=O)C2=CN(Cc3ccc4c(c3)OCO4)C(c3ccc(OC)cc3)=CC2=C(Br)C1=O (stereo not given) do in these assays?
PvdQ acylase: -18; dFosB act: -10; MITF act: -9; CDK5 inh: 0.2; SR-BI DiI inh: -25; HTR5A inv ctr: -11; HTR5A ag ctr: 4; V-ATPase pH: 1

No new results follow: entries from further up.
What do the screens show for `CSCCC(NC(=O)c1cccc(C)c1)C(=O)NNC(=O)c1cccs1` (stereo not given)?
PvdQ acylase: 5; dFosB act: -1; NSD2 inh: 1; MITF act: -9; Wnt bcat act: 3; CDK5 inh: -1.5; SR-BI DiI inh: -15; HTR5A inv ctr: 14; HTR5A ag ctr: -4; V-ATPase pH: 4

What do the screens show for `COc1ccc(CCNC(=O)CSc2cn(Cc3cccc(C)c3)c3ccccc23)cc1OC`?
PvdQ acylase: -6; dFosB act: -5; Wnt bcat act: -6; CDK5 inh: 0.9; SR-BI DiI inh: 54; HTR5A inv ctr: 5; HTR5A ag ctr: -2; V-ATPase pH: 2

Results for Cn1c(=O)c2c(=O)cc(N)[nH]c2n(C)c1=O ?
PvdQ acylase: -6; dFosB act: 1; NSD2 inh: -2; MITF act: -9; Wnt bcat act: 0; CDK5 inh: 1.6; HTR5A inv ctr: 29; HTR5A ag ctr: -1; V-ATPase pH: 1
